Screening results: PubChem, National Center for Advancing Translational Sciences (NCATS)
D3 antag: antagonists of human D3 dopamine receptor. P35462. D3R cells, DiscoveRx beta-arrestin luminescence, antagonist mode; hits give low values. max response, negative = inhibition, %. 2.5% of 360,000 active. AID 652054; in the data active means max response below about -50%; inconclusive means no clear call, values can overlap the other calls; further: on the % scale 0 is the no-effect control and ±100 the full control effect; mostly tested at two doses, the higher about 12 µM
Target sequence (P35462 whole entry, looked up): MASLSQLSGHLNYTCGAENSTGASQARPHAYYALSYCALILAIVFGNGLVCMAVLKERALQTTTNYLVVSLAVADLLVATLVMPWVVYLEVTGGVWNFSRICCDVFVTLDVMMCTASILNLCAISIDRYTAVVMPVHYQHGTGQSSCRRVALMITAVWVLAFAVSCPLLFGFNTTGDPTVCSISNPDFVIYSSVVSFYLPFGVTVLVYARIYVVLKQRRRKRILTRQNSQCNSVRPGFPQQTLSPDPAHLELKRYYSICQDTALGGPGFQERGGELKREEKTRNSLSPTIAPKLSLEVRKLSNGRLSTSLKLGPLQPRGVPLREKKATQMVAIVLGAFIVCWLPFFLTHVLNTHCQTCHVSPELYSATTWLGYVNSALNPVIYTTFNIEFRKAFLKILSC
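Cells expressing the human receptor were seeded at 1500 cells/well, incubated overnight at 37 degrees C in 5% CO2, then exposed to library compounds with dopamine controls for 90 minutes at 37 degrees C before luminescent detection.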
EPAC2 antag: antagonists of human EPAC2; Q8WZA2; EPAC2 GEF exchange of Rap1B-BODIPY-GDP, fluorescence; Potency, µM (titrated, usually from 114 µM), without a hit: at the top dose activity, negative = inhibition, most hits filed as inhibitors; 0.18% of 360,000 active; AID 720708; further: potency means the concentration at half of the fitted maximal effect; on the % scale 0 is the no-effect control and ±100 the full control effect; nearly all actives have a fitted effect of over 45% in size; many of its hits are not listed in these tables
FUS yeast rescue: FUS proteinopathy suppression in yeast; S. cerevisiae FUS-expressing, growth rescue, OD600, 24 h; Potency, µM (titrated, usually from 76.6 µM), for inactives: top-dose growth rescue (activation), most hits filed as activators; 0.24% of 390,000 active; AID 1347120;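 further: potency means the concentration at half of the fitted maximal effect; plate controls were DMSO vehicle for no effect and reference control for full effect; nearly all actives have a fitted effect of over 55% in size; some results filed as inactive show a strong effect at the top dose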
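Yeast FUS proteinopathy model; galactose-induced FUS (2%), starting OD 0.005. Cpds in dilution series, 24hr, 30C, 99% humidity. Abs 600 nm growth. Pos ctrl CP55940 (top 92uM final); neg ctrl DMSO.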
aSyn rescue: inhibitors of alpha-synuclein toxicity in yeast; Yeast expressing alpha-synuclein, growth rescue, BacTiter-Glo, 24 h; Potency, µM (doses to about 46.1 µM), without a hit: top-dose growth rescue (activation), actives largely listed as activators; 0.14% of 370,000 active; further: potency means the concentration at half of the fitted maximal effect; % of control where 0% means no effect; nearly all actives have a fitted effect of over 65% in size
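Readout is rescue of growth in alpha-synuclein-expressing yeast, so inhibitors of toxicity appear as activators. Growth after 24 hr at 30 deg C in galactose medium is quantified by luminescence.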
EPAC2 ag: agonists of human EPAC2 (RAPGEF4). Q8WZA2. EPAC2 activation, biochemical qHTS; response scale: 100% = 6.5 mM cAMP response. Potency, µM (series often up to 154 µM), for the others: top-dose activation, actives largely listed as activators. 0.079% of 360,000 active; further: potency means the concentration at half of the fitted maximal effect; nearly all actives have a fitted effect of over 50% in size
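Setup: EPAC2 100 nM, labeled Rap1B complex 250 nM, free GDP 50 uM. Compound titrations pinned in, brief spin, 5 min room temperature incubation. Kinetic fluorescence read over 30 min, normalized to 6.5 mM cAMP.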
D3 ag: agonists of human D3 dopamine receptor; max activation, %; 0.58% of 410,000 active; D3R DiscoveRx beta-arrestin cells, luminescence, 90 min; P35462; in the data active means max activation above about 30%; further: 0% is about no effect; mostly tested at two doses, the higher about 12 µM
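Agonist-mode cell screen: cells plated at 1500/well and incubated overnight at 37 °C, then exposed to library compounds for 90 min at 37 °C. Detection reagent was added for 30–60 min at room temperature, and luminescence was read.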
Abeta yeast res: A-beta toxicity reversal in yeast | Potency, µM (titrated, usually from 46.1 µM), without a hit: at the highest dose growth rescue, most hits filed as activators | AID 1347071 | yeast expressing A-beta42, growth rescue, OD600, 48 h; response scale: 0% DMSO, 100% iron-clioquinol control | 0.063% of 410,000 active; further: potency means the concentration at half of the fitted maximal effect; nearly all actives have a fitted effect of over 55% in size
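Growth rescue measured by 600 nm absorbance after 48 h yeast culture at 30 C with compound. Values normalized between DMSO and an equimolar ferric chloride plus clioquinol control.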
TDP43 rescue: TDP-43 toxicity inhibition in yeast | TDP-43 expressing yeast growth rescue, BacTiter-Glo, 24 h | Potency, µM (titrated, usually from 46.1 µM), for inactives: at the highest dose growth rescue (activation), actives largely listed as activators | 1.8% of 410,000 active | AID 652104; further: potency means the concentration at half of the fitted maximal effect; % of control where 0% means no effect; nearly all actives have a fitted effect of over 50% in size
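Luminescence from BacTiter-Glo reports growth of TDP-43-expressing yeast after 24 hr at 30 deg C with compound. Cells were raffinose-pregrown to mid-log, then seeded in galactose medium at OD600=0.02.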
The depositor's hits bear a star; ? = inconclusive; nt = not tested or not shown; [ ] = remark or other dose. Unless noted, the call rests on the fitted dose curve; in most records, active means well fitted curve in the direction sought with a large enough effect; inconclusive means small, poorly fitted or top-dose-only effect, or another doubt; inactive means no such curve, though single readings can be large; an effect the other way counts as inactive or inconclusive.

SMILES	D3 antag	EPAC2 antag	FUS yeast rescue	aSyn rescue	EPAC2 ag	D3 ag	Abeta yeast res	TDP43 rescue
OCCN1CCN(Cc2ccc3ccccc3c2)CC1	-16.1	2.3%	8.0%	1.2%	13.6%	-14.8	-10.9%	6.6%
Cc1cc(OCC(=O)NCc2ccncc2)c2c(C)cc(=O)oc2c1	0.4	1.0%	5.0%	-0.3%	-0.8%	0.0	2.2%	-7.2%
COc1cc2c(cc1NC(=O)c1ccccc1-c1ccccc1C(=O)O)-c1ccccc1C2	2.1	-25.0%	?	-0.3%	-8.4%	-1.7	-9.4%	27.2%
COc1ccc([N+](=O)[O-])cc1NC(=O)C(C)OC(=O)CC1CCCC1 (stereo unspecified)	-22.1	-22.4%	?	-10.1%[1.84 µM]	4.6%	-11.9	-3.8%	20µM*
Cc1ccc2nc(/C(C#N)=C/c3ccc(-c4ccc(F)cc4F)o3)[nH]c2c1	nt	nt	-12.2%	nt	nt	-13.8	-6.2%	9.8%
COc1ccc(C(=O)c2ccccc2)c(OCC(=O)N(C)C)c1	-10.0	21.3%	-24.0%	-0.4%	4.4%	-3.2	-9.5%	-2.8%
CCOC(=O)C1CCN(C(=O)CCc2nnc3ccc(N4CCC(C)CC4)nn23)CC1	-0.9	-4.4%	4.2%	4.1%	-3.9%	1.7	4.0%	-1.8%
C=CC1=C(C(=O)O)N2C(=O)[C@@H](NC(=O)/C(=N/OCC(=O)O)c3csc(N)n3)[C@H]2SC1	4.4	25.0%	-14.8%	-9.7%	-0.8%	-9.7	-16.5%	0.0%
O=C(Nc1ccc(Br)cc1)C1CC(O)CN1C(=O)OCc1ccccc1 (stereo unspecified)	-19.4	8.3%	-0.2%	0.2%	4.0%	-1.2	-17.2%	-16.2%
C(=N\Nc1nc(-c2ccccc2)cs1)/c1cccs1	8.5	-18.2%	?	-20.2%	12.5%	-0.7	-4.1%	20.0%
O=C(C1=C[C@H](c2csc3ccccc23)C[C@H](OCc2ccc(CO)cc2)O1)N1CCCCCCC1	?	-0.9%	?	10.0%	9.6%	-24.1	13.5%	?
Cc1ccc(S(=O)(=O)N2CC[C@@H]2C(=O)O)cc1	-3.6	3.1%	-6.5%	-2.4%	9.4%	1.0	-4.9%	5.4%
CCN(CC)S(=O)(=O)c1ccc(/C(O)=C2/C(=O)C(=O)N(CCOC)C2c2ccccc2)cc1 (stereo unspecified)	-18.9	3.9%	-19.0%	6.8%	3.6%	-6.1	7.0%	2.6%
Cc1ccc2c(c1)N(CCC(=O)NCc1ccc3c(c1)OCO3)C(=O)CO2	?	17.8%[57.1 µM]	29.3%	1.5%	6.9%	1.0	-10.9%	-3.4%
CCOc1ccc(-c2c(C)nn3c(-c4ccccc4)c(C(=O)NCCOC)cnc23)cc1OCC	nt	nt	-11.3%	nt	nt	-16.1	-12.2%	3.5%
O=C(CCC(=O)Nc1cccc(C(F)(F)F)c1)NCC1CCCO1 (stereo unspecified)	7.2	0.8%	-16.6%	-1.4%	-1.8%	-10.1	3.1%	5.7%
CCCCNCc1cc(Br)c(OCC(=O)N2CCOCC2)c(OC)c1	16.7	6.8%	31.0%	2.2%	-0.9%	0.2	-1.5%	-19.9%
C=C[C@H](CC(C)C)N(Cc1ccccc1)S(=O)(=O)N(Cc1ccc(OC)cc1)[C@H](C=C)CC(C)C	-15.5	31.5%[activator]	3.7%	3.8%	5.7%	6.5	5.7%	2.1%
O=C(NCCNCc1cccc(Cl)c1)c1ccco1	-2.9	-7.5%	25.2%	0.5%	-4.5%	4.3	-2.5%	-6.9%
CC(C)c1ccccc1NC(=S)NC1CCN(Cc2ccccc2)CC1	-79.5*	-0.4%	13.2%	-5.3%	4.4%	-39.6	-10.9%	-1.7%
CCCCc1nnc(SCc2cc(=O)c3cc(C(=O)OCC)ccc3[nH]2)n1C	nt	nt	-7.7%	nt	nt	8.8	-9.4%	15.8%
Cc1ccc(S(=O)(=O)n2nc(-c3ccc(Cl)cc3)nc2NCc2ccco2)cc1	3.9	-4.4%	15.9%	-0.1%	7.8%	3.8	13.3%	3.5%
CN(CC(=O)Nc1ccccc1-c1ccccc1)Cc1ccccc1Cl	4.8	-29.1%	12.8%	5.0%	4.4%	-1.6	13.1%	-2.3%
CCOc1cc(C#N)c(NC(=O)c2ccc(OC)c(S(=O)(=O)N3CCCC3)c2)cc1OCC	nt	nt	19.2%	nt	nt	0.9	4.0%	?
O=C(CC1C(=O)OCN1C(=O)OCc1ccccc1)OCC(=O)c1ccccc1 (stereo unspecified)	-1.3	0.8%	-3.0%	-9.9%	15.9%	5.7	16.7%	-6.8%
CCOC(=O)C1CCN(S(=O)(=O)c2ccc(C(C)=O)cc2)CC1	5.3	9.6%	-4.0%	-6.5%	3.0%	0.4	-4.0%	-17.4%
CCc1cccc(C)c1NC(=O)Cn1ccn(Cc2ccc(Cl)cc2)c(=O)c1=O	nt	nt	6.9%	nt	nt	-15.7	9.0%	16.9%
CC(C)=CCN1CCN(Cc2cccc3c2OCO3)CC1CCO (stereo unspecified)	?	1.4%	15.4%	-3.6%	-0.9%	-12.0	-5.6%	19.5%
C[C@@H]1CCCCO[C@H](CN(C)S(=O)(=O)c2cccs2)[C@H](C)CN([C@@H](C)CO)C(=O)c2cc(NC(=O)NC3CCCCC3)ccc2O1	-22.7	5.5%	?	-0.7%	20.0%	-10.1	1.0%	20.2%
CC1(C(=O)NS(=O)(=O)c2ccccc2Cl)CCN1C(=O)C1(c2ccccc2)CCCC1 (stereo unspecified)	-1.6	?	27.1%	-0.7%	0.4%	-5.5	-16.1%	?
O=C(COc1ccc(F)cc1)NCCNC(=O)COc1ccc(F)cc1	5.3	4.4%	-11.9%	0.1%	5.0%	-7.1	-6.6%	1.7%
CC1CCN(C(=O)CCc2nc3cc(S(=O)(=O)N(C)C)ccc3n2C)CC1	20.2	4.8%	18.0%	0.0%	0.8%	2.9	-5.5%	22.3%
CC1CCC(N2CCN(c3ncccn3)CC2)C1 (stereo unspecified)	0.0	-4.2%	-3.4%	-2.0%	8.8%	-4.5	13.4%	1.7%
Cc1ccc(N(Cc2ccccc2)C(=O)c2ccc(Cl)c(S(=O)(=O)N3CCOCC3)c2)cc1	11.4	-10.0%	17.4%	20.5%	1.7%	-6.2	13.7%	0.0%
CC(C)(C)OC(=O)N/N=C\c1ccc(OC(=O)c2cccs2)cc1	-27.9	-1.0%	-1.4%	-1.0%	-23.1%	-4.7	7.4%	7.0%
CCN(CC)C(=O)C(=O)N/N=C/c1cccs1	?	-0.9%	0.9%	0.6%	-4.1%	5.5	10.5%	4.2%
O=C(NCCC(=O)N1CCCC1)c1ccccc1Cl	0.5	-6.3%	0.3%	-7.9%	9.1%	4.8	-10.2%	5.1%
CCc1ccccc1NC(=O)c1ccc(S(=O)(=O)NCC2CCCO2)cc1 (stereo unspecified)	-1.1	-6.5%	8.5%	1.2%	10.0%	-4.4	-10.0%	-21.1%
COc1ccc(NC(=O)C2C3C=CC4(O3)C2C(=O)N(CCN2CCCCC2)C4C(=O)NC2CCCCC2)cc1 (stereo unspecified)	-3.8	-2.2%	12.5%	4.2%	5.4%	-0.7	-5.9%	-5.3%
CC1(C)CC(=O)c2cnc(NC(=O)Cc3ccc(Cl)cc3)nc2C1	2.1	1.8%	-1.3%	-7.4%	1.7%	1.0	0.0%	-7.9%
CCCN1C(=O)C(O)(C2CC(=O)CC(C)(C)O2)c2ccccc21 (stereo unspecified)	-24.7	-3.0%	-14.5%	3.9%	12.3%	-1.3	10.9%	6.3%
Cc1c[nH]c2cccc(OCC(O)CNC(C)(C)C)c12 (stereo unspecified)	-24.7	0.0%	25.7%	0.0%	1.9%	-33.7	-5.4%	-17.4%
Cc1ccc(Sc2ncccc2N)cc1	-5.3	-5.6%	-7.8%	3.4%	8.9%	-7.7	15.8%	-5.2%
CCOc1ccccc1N1CCN(C(=O)CCCc2nc3ccccc3s2)CC1	-0.1	-1.5%	26.7%	0.9%	-2.3%	-2.5	5.4%	20.2%
COc1cc(/C=C(\C#N)C(=O)Nc2ccccc2)ccc1OCCN1CCOCC1	5.6	2.9%	13.4%	3.8%	3.5%	2.3	3.6%	-1.5%

Compound profiles (already shown). Order of screens: D3 antag | EPAC2 antag | FUS yeast rescue | aSyn rescue | EPAC2 ag | D3 ag | Abeta yeast res | TDP43 rescue
CC1CCC(N2CCN(c3ncccn3)CC2)C1 (stereo unspecified) as listed: 0.0 | -4.2% | -3.4% | -2.0% | 8.8% | -4.5 | 13.4% | 1.7%
Cc1c[nH]c2cccc(OCC(O)CNC(C)(C)C)c12 (stereo unspecified) as listed: -24.7 | 0.0% | 25.7% | 0.0% | 1.9% | -33.7 | -5.4% | -17.4%
CC1CCN(C(=O)CCc2nc3cc(S(=O)(=O)N(C)C)ccc3n2C)CC1 as listed: 20.2 | 4.8% | 18.0% | 0.0% | 0.8% | 2.9 | -5.5% | 22.3%
O=C(NCCC(=O)N1CCCC1)c1ccccc1Cl as listed: 0.5 | -6.3% | 0.3% | -7.9% | 9.1% | 4.8 | -10.2% | 5.1%

Next results:
SMILES	D3 antag	EPAC2 antag	FUS yeast rescue	aSyn rescue	EPAC2 ag	D3 ag	Abeta yeast res	TDP43 rescue
O=C(NCCCn1ccnc1)c1cc(C(=O)C2CCCCC2)c[nH]1	-5.8	-6.1%	10.4%	-9.0%	3.8%	-3.9	-4.3%	-13.5%
C/C(=N/NC(=O)c1ccccc1)C1=C(O)CC(C)(C)CC1=O	-14.3	0.2%	-24.9%	10.9%	2.1%	-3.3	0.7%	-19.7%
COc1ccccc1NC(=O)Cc1csc(NC(=S)Nc2ccccc2)n1	-17.4	-0.6%	32.1%	0.0%	3.7%	11.8	?	3.2%
CN(C)S(=O)(=O)n1cc(/C=C(\NC(=O)c2ccccc2)C(=O)NCCCN2CCOCC2)c2ccccc21	-3.8	-4.9%	8.8%	-0.7%	-7.7%	-0.4	7.7%	-19.8%
Cc1ccc(C)c(-n2cc(CN3CCN(C(=O)c4ncn[nH]4)CC3)c(-c3ccccc3)n2)c1	-2.0	-6.6%	7.0%	1.4%	0.6%	-0.2	-1.7%	-7.2%[0.397 µM]
CC(C)(C)n1nnnc1C(c1cc2cc3c(cc2[nH]c1=O)OCCO3)N1CCSCC1 (stereo unspecified)	-7.7	-6.2%	?	0.6%	0.2%	6.2	6.2%	-6.5%
CC(=O)Oc1ccc(-c2cccc(C(=O)O)c2)cc1	-15.6	-2.6%	-9.2%	-11.8%	-10.7%	3.2	-9.0%	-15.7%

Some of the compounds tested; rates above refer to the full screens.
